Thrombin inh – blocks human thrombin protease activity. alpha-thrombin, Boc-VPR-AMC fluorogenic substrate cleavage. inhibition, % at 5 µM. hit rate 0.26% among 220,000. AID 1046;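 active = inhibition at or above 40%; inactive = inhibition below 40%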;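 also: 0% = enzyme with no compound and 100% = wells without enzyme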
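Assay system: human alpha-thrombin enzyme. Reagent: Boc-VPR-AMC substrate, 15 µM final. Compound dosing: one concentration per compound, 5 µM, with 0.2% DMSO. Incubation: room-temperature reaction. Technique: AMC fluorescence, 355/460 nm. Measure: % inhibition relative to enzyme controls and enzyme-free blanks.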
Cl transport mod – KCC2 (human) Cl- transport modulation | KCC2 cells, thallium flux FluoZin-2 fluorescence | B-score of Tl+ flux slope (higher = more flux/activation; lower = inhibition) at 10 µM | hit rate 2.2% among 190,000 | AID 1456;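 active = thallium flux slope and its plate-corrected score both differing from the plate sample mean at a set confidence after two filtering rounds, in either direction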;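 also: slope of fluorescence scaled to starting intensity during 10 to 20 s after thallium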
hK5 inh – kallikrein 5 (human) inhibition; AID 873; Q9Y337; hit rate 0.59% among 210,000; recombinant hK5, fluorogenic AMC substrate cleavage; inhibition, % at 5 µM;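 active = inhibition of 40% or more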;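 also: 0% = enzyme controls without compound and 100% = no-enzyme blanks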
Target sequence (Q9Y337 67-293 limits assumed): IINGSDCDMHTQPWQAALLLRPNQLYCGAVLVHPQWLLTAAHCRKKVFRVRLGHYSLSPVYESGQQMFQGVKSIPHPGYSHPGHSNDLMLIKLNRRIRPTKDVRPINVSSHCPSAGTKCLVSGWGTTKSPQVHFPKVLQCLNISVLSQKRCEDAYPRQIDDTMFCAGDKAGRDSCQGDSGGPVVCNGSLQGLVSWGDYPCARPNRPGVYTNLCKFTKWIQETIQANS
FXIa inh – inhibitors of human coagulation factor XIa; P03951; purified FXIa, Boc-Glu-Ala-Arg-AMC fluorogenic substrate; inhibition, % at 5 µM; hit rate 0.14% among 220,000;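 active = inhibition of at least 40%; inactive = inhibition below 40%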;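 also: fluorescence of freed AMC excited at 355 nm; 0% = enzyme without compound and 100% = no enzyme blank; many of its hits are not listed in these tables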
L929 necroptosis – blocks zVAD induced death of L929 cells; hit rate 0.38% among 220,000; viability rescue, % at 10 µM; AID 1377; L929 zVAD necroptosis rescue, ATP luminescence, 24 h; with zVAD 60 µM;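 active = activation, scaled between plate controls, above about 75%, limit read from the data; inactive = activation under that limit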;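 also: 0% = zVAD with DMSO and 100% = DMSO alone without zVAD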
Hck Nef HTS – human Hck-Nef kinase inhibition | hit rate 0.68% among 220,000 | AID 463187 | Recombinant Hck-YEEI plus Nef, Z-Lyte FRET kinase assay | P08631 | inhibition, % at 20 µM;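 active = Hck-Nef kinase inhibition above about 50%, limit read from the data; inactive = inhibition below that limit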;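 also: 0% = DMSO with Hck plus Nef and 100% = Hck alone without Nef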
Target sequence (P08631 whole entry, looked up): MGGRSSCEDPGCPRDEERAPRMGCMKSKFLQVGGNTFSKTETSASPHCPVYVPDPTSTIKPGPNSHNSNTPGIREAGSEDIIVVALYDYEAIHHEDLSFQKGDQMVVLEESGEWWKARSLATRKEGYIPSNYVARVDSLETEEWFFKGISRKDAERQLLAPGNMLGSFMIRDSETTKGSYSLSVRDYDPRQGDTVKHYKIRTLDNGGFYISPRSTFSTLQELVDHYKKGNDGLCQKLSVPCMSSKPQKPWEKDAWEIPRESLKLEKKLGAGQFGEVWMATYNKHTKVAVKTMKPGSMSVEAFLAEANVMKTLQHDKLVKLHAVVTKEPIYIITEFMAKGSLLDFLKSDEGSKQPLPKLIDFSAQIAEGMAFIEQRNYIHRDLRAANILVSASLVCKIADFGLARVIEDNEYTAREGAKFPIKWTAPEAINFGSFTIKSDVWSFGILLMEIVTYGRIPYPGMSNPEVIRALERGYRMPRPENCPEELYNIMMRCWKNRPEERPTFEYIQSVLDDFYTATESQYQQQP
Rad51 HR inh – Rad51 (human) homologous recombination inhibition. Q06609. hRad51 DNA strand exchange, fluorescence dequenching. inhibition, % at 10 µM. hit rate 0.085% among 200,000. AID 1385;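 active = inhibition above 40% at the single screening dose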;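 also: 0% = DMSO control wells and 100% = blanks with heterologous ssDNA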
Target sequence (Q06609 whole entry, looked up): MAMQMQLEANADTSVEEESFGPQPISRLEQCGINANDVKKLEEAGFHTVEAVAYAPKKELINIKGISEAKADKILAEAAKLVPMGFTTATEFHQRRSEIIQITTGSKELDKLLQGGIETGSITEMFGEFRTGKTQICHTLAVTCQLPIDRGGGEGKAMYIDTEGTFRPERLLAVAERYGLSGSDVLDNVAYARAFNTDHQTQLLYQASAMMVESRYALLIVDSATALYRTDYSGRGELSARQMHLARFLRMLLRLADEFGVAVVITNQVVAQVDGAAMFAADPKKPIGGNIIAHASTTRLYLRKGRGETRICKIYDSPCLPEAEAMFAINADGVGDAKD
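material = hRad51 filaments on single-stranded DNA | timing = filaments 15 min 37 °C, then compound 30 min | signal = FRET fluorescence dequenching, excitation 485 nm, emission 520 nm | benchmarks = control wells and blank wells on each plate | evaluation = percent inhibition relative to plate controls and blanks | compound = 10 µM final, single point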
TNF necrop inh – inhibitors of TNF-alpha induced necroptosis in Jurkat FADD-/- cells. hit rate 0.068% among 220,000. activation (protection from cell death), % at 10 µM. Jurkat FADD-/- TNF necroptosis rescue, ATP luminescence, 24 h; 0 = TNF only, 100 = no-TNF cells;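 active = activation, meaning protection from cell death, of at least 50% relative to plate controls; inactive = activation below 50%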;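 also: necroptosis triggered by 40 ng/mL TNF-alpha added together with compound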
FXIIa inh 1536 – blocks human coagulation factor XIIa protease activity | hit rate 0.3% among 220,000 | purified FXIIa, Boc-QGR-AMC fluorogenic substrate, 2 h | P00748 | inhibition, % at 5 µM; in the data active = inhibition above about 40%;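 also: 0% = enzyme with no compound and 100% = blank without enzyme; many of its hits are not listed in these tables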
The depositor's hits bear a star; . = no result given; & = joins results of further samples.

Order of results – TNF necrop inh, Thrombin inh, Hck Nef HTS, Rad51 HR inh, Cl transport mod, hK5 inh, FXIIa inh 1536, L929 necroptosis, FXIa inh
CC(C)(C)c1ccc(C(=O)NNc2cc(N3CCOCC3)nc(N3CCOCC3)n2)cc1
→ 2.9, -9, 18, 1, 0.89, 0, 11, 30, 3
COc1ccc(C(=O)CNc2ccccc2CO)cc1
→ -0.5, 7, 17, 1, -0.05, -2, 5, 2.3, -5
CC(C)CC(=O)OCC(=O)Nc1ccccc1Sc1ccccc1
→ 2.0, -8, 2, 6, 0.4, -10, 0, 2.7, -1
CCOC(=O)c1ccc(NC(=O)Nc2cc(C)cc(C)n2)cc1
→ 2.0, 7, -3, 16, 0.4, -4, 9, 72, -2
CCN(CC)CCNC(=O)c1ccc(NC(=O)c2ccc(Cl)c(S(=O)(=O)N3CCCCCC3)c2)cc1
→ -20, -8, 9, -9, -0.86, -4, -1, 5.8, -5
CCc1cc2c(SCC(=O)c3ccccc3)ncnc2s1
→ 0.9, 1, 11, 1, 0.62, -9, 10, 0.7, 9
COc1ccc(C2=C(CN(C)C)C(c3ccccc3)c3ccccc3O2)cc1 (stereo not drawn)
→ -4.4&-4.3, 1&-3, 1&-1, 14&14, -0.51, 4&-1, 10&12, -0.1&-0.2, 2&5
COc1cc(OC)c(NC(C)C(=O)N2CCCC2)cc1Cl (stereo not drawn)
→ 0.2, -6, 5, -9, 0.2, -3, ., 5.7, -3
O=C1N/C(=C\c2ccccc2)c2ccccc21
→ -6.1, -2, 0, 3, -0.57, 1, 14, 1.9, 4
CCOC(=O)c1sc(Nc2nc3cc4c(cc3s2)OCO4)cc1C
→ 0.9, -18, 6, -3, 0.67, -20, 6, 2.5, 0
Cc1cc(C(C)(C)C)nc2[nH]n(-c3ccccc3)c(=O)c12
→ -0.2, 2, -1, -39, 1.2, -6, 12, 0.6, -2
COc1ccc(C2CC(=O)C3=C(C2)Nc2ccccc2N(C(=O)CCC(=O)O)C3c2ccc(F)cc2)cc1OC (stereo not drawn)
→ 0.8, 9, -16, -5, -0.07, 30, 28, -0.5, 39
CCN1CCN(C(c2cccs2)C(C)NC(=O)c2cccnc2)CC1 (stereo not drawn)
→ -0.4, -8, 1, -4, ., 5, 4, 1.3, 6
Cc1nn(CC(=O)O)c(C)c1[N+](=O)[O-]
→ 1.3, -9, 20, 1, -0.19, -3, 4, 7.3, -5
CC(=O)N1N=C(c2ccccc2O)OC1(C)CC(=O)Nc1ccccc1 (stereo not drawn)
→ -0.4, -12, 5, 2, -1.1, -16, 7, 0.7, 8
Cn1c(=O)c2[nH]c(=O)cnc2n(C)c1=S
→ -0.3, 4, 23, -10, ., 4, 7, 18, 0
C=CCSC1=C(C#N)C(c2ccccc2Cl)C(C(=O)c2cccs2)C(O)(C(F)(F)F)N1 (stereo not drawn)
→ 0.7, -1, 7, 1, 0, -19, 17, 0.0, 10
NNc1nc(-c2ccccc2)c2ccccc2n1
→ 1.7, -7, 24, 1, 0.052, -1, 5, 1.9, 1
CC(=O)c1c(C)[nH]c(C(=O)CSc2nnc(C3CCCCC3)n2N)c1C
→ -1.2, 0, 1, 0, 0.37, -4, 18, 0.3, -3
CCn1c(C)nc2cc(C(=O)N/N=C/c3ccc(N4CCOCC4)cc3)ccc21
→ 0.3, -1, -15, 3, 0.24, 0, 4, 2.7, -2
Cc1cc(C)n(/N=C/c2cc([N+](=O)[O-])ccc2O)c(=O)c1
→ -1.1, -7, 30, 0, 0.23, -6, 5, 1.9, -9
Cc1ccc2oc(=O)n(CC(=O)N3CCOCC3)c2c1
→ -1.7, 1, 14, -7, -0.73, 1, 12, 0.4, 2
CCN(CC)CCNCc1ccc(Br)cc1OCC(=O)NCc1ccccc1
→ 4.3, -3, 17, 13, 0.67, -5, 9, -0.8, -3
CCOC(=O)C1=C(C)NC(=O)NC1c1cccs1 (stereo not drawn)
→ 0.0, -13, 24, -7, 0.75, -8, 6, -0.5, -4
O=C(COC(=O)c1ccc(Cl)nc1)NCc1ccco1
→ 0.3, -3, 16, 29, -0.69, -1, 8, 2.2, 1
O=C(NCCC(=O)N1CCOCCOCCOCCOCC1)OCc1ccccc1
→ 0.7, -2, 9, 16, 0.15, -3, 7, -0.4, -8
Cc1cc(SCC(=O)c2ccccc2)n2nc(C)nc2n1
→ 0.4, 0, -1, 4, 2.2, -1, 2, -0.2, -6
Cc1ccc(Sc2nc3c(c(=O)[nH]c(=O)n3C)n2CCc2ccccc2)cc1
→ -1.3, -4, 13, 2, ., -3, 14, 0.8, 5
Cc1cc(OCC(=O)N(Cc2ccco2)C2CCS(=O)(=O)C2)cc(C)c1Cl (stereo not drawn)
→ 1.4, -2, 14, 16, -0.91, -1, 1, 1.4, -3
CN1C(=S)SC(N(O)C(=O)Nc2ccc(Cl)c(Cl)c2)C1(C)C (stereo not drawn)
→ 5.0, 15, 1, ., -0.79, 28, 27, ., 25
Cc1ccc(COc2ccsc2C(=O)NNC(N)=S)cc1
→ 0.6, -5, 11, -15, -0.57, -5, 2, 1.1, -2
COC(=O)c1ccncc1N
→ 0.1, 0, -2, 2, -0.49, -26, -14, 4.5, -11
CC1CCN(S(=O)(=O)c2cc(Br)cc(C(=O)NC3=NCCS3)c2)CC1
→ -1.0, -3, -1, -2, 0.087, -14, -14, -0.2, -2
Cc1ccc(-c2noc(CN3CCC(C(N)=O)CC3)n2)cc1
→ -0.9, 104*, 3, ., 0.19, 86*, 26, -0.2, 2
CCC(=O)NC(=S)Nc1ccccc1F
→ -3.4, 0, -1, -1, 1.5, -9, 6, -0.5, -5
COc1ccc(NC(=O)C2CCC(CNc3c(N4CCOCC4)c(=O)c3=O)CC2)cc1Cl (stereo not drawn)
→ 0.3, -5, 17, 11, 1.8, 0, 3, 0.8, -1
CC(C)[C@H](NC(=O)c1ccccc1)C(=O)OCc1nnc(-c2ccccc2)o1
→ 1.0, -8, 15, 18, -1.2, -7, 3, 1.9, -3
COc1ccc(CC(NC(C)=O)C(=O)NC2CCN(C(=O)c3cc(OC)c(OC)c(OC)c3)CC2)cc1 (stereo not drawn)
→ 1.0, -1, 12, -31, ., 2, 3, 0.3, 2
O=[N+]([O-])c1ccc2c(c1)ncn2-c1ccccc1
→ 0.3, -10, 9, -6, 0.12, -6, 10, 83*, 2
Cc1ccc(CNC(=O)c2ccc3c(=O)n4c(-c5ccc(C)cc5)csc4nc3c2)cc1
→ -5.5, -7, 31, 2, 1.1, -2, -2, 0.0, -4
COc1cc(CC(=O)N/N=C/c2ccc([N+](=O)[O-])cc2)c([N+](=O)[O-])cc1OC
→ -0.6, 3, 5, -7, -0.1, -3, 1, 0.7, 12
Cc1cccc(Cc2nnc(CCC(=O)NCc3cn4ccccc4n3)o2)c1
→ 0.6, -9, 17, 2, -0.95, -4, 3, 0.8, -5
Cc1oc(-c2ccc(-c3ccccc3)cc2)nc1CN1CCN(CC(=O)N(C)C)CC1
→ 2.6, -6, 23, 3, -1.4, 6, 11, 0.8, 0
CC(C)c1nn(-c2cc(C(F)(F)F)ccn2)c(=O)o1
→ 0.9, -1, 7, 15, ., 2, 9, -0.2, 5
N#Cc1c(C(F)(F)F)cc(-c2ccccc2)nc1SCC(=O)Nc1sc2c(c1C#N)CCC2
→ -4.4, -4, 1, 4, ., -14, 10, 0.0, 1
Cc1c(SCCO)c(=O)[nH]c2cc3c(cc12)OCO3
→ -0.5, -1, 2, -1, -0.081, -18, 4, 0.2, -3
COc1cc(NC(=O)[C@@H](NC(=O)c2ccco2)C(C)C)c(OC)cc1NC(=O)c1ccccc1
→ 2.3, -7, 27, 28, 1.9, 9, 12, 1.7, 3
COc1cc(C2=NOC(C(=O)Nc3cccnc3)C2)cc(OC)c1OC (stereo not drawn)
→ 2.1, 1, 22, 1, 0.13, -5, 3, 0.1, -4

Some of the entries so far, in CSV form:
SMILES,TNF necrop inh,Thrombin inh,Hck Nef HTS,Rad51 HR inh,Cl transport mod,hK5 inh,FXIIa inh 1536,L929 necroptosis,FXIa inh
CCN(CC)CCNC(=O)c1ccc(NC(=O)c2ccc(Cl)c(S(=O)(=O)N3CCCCCC3)c2)cc1,-20,-8,9,-9,-0.86,-4,-1,5.8,-5
CCc1cc2c(SCC(=O)c3ccccc3)ncnc2s1,0.9,1,11,1,0.62,-9,10,0.7,9

Quoted from the entries so far (16 entries):
Order of results – TNF necrop inh, Thrombin inh, Hck Nef HTS, Rad51 HR inh, Cl transport mod, hK5 inh, FXIIa inh 1536, L929 necroptosis, FXIa inh
CC1CCN(S(=O)(=O)c2cc(Br)cc(C(=O)NC3=NCCS3)c2)CC1
→ -1.0, -3, -1, -2, 0.087, -14, -14, -0.2, -2
Cc1ccc(-c2noc(CN3CCC(C(N)=O)CC3)n2)cc1
→ -0.9, 104*, 3, ., 0.19, 86*, 26, -0.2, 2
CCC(=O)NC(=S)Nc1ccccc1F
→ -3.4, 0, -1, -1, 1.5, -9, 6, -0.5, -5
COc1ccc(NC(=O)C2CCC(CNc3c(N4CCOCC4)c(=O)c3=O)CC2)cc1Cl (stereo not drawn)
→ 0.3, -5, 17, 11, 1.8, 0, 3, 0.8, -1
CC(C)[C@H](NC(=O)c1ccccc1)C(=O)OCc1nnc(-c2ccccc2)o1
→ 1.0, -8, 15, 18, -1.2, -7, 3, 1.9, -3
COc1ccc(CC(NC(C)=O)C(=O)NC2CCN(C(=O)c3cc(OC)c(OC)c(OC)c3)CC2)cc1 (stereo not drawn)
→ 1.0, -1, 12, -31, ., 2, 3, 0.3, 2
O=[N+]([O-])c1ccc2c(c1)ncn2-c1ccccc1
→ 0.3, -10, 9, -6, 0.12, -6, 10, 83*, 2
Cc1ccc(CNC(=O)c2ccc3c(=O)n4c(-c5ccc(C)cc5)csc4nc3c2)cc1
→ -5.5, -7, 31, 2, 1.1, -2, -2, 0.0, -4
COc1cc(CC(=O)N/N=C/c2ccc([N+](=O)[O-])cc2)c([N+](=O)[O-])cc1OC
→ -0.6, 3, 5, -7, -0.1, -3, 1, 0.7, 12
Cc1cccc(Cc2nnc(CCC(=O)NCc3cn4ccccc4n3)o2)c1
→ 0.6, -9, 17, 2, -0.95, -4, 3, 0.8, -5
Cc1oc(-c2ccc(-c3ccccc3)cc2)nc1CN1CCN(CC(=O)N(C)C)CC1
→ 2.6, -6, 23, 3, -1.4, 6, 11, 0.8, 0
CC(C)c1nn(-c2cc(C(F)(F)F)ccn2)c(=O)o1
→ 0.9, -1, 7, 15, ., 2, 9, -0.2, 5
N#Cc1c(C(F)(F)F)cc(-c2ccccc2)nc1SCC(=O)Nc1sc2c(c1C#N)CCC2
→ -4.4, -4, 1, 4, ., -14, 10, 0.0, 1
Cc1c(SCCO)c(=O)[nH]c2cc3c(cc12)OCO3
→ -0.5, -1, 2, -1, -0.081, -18, 4, 0.2, -3
COc1cc(NC(=O)[C@@H](NC(=O)c2ccco2)C(C)C)c(OC)cc1NC(=O)c1ccccc1
→ 2.3, -7, 27, 28, 1.9, 9, 12, 1.7, 3
COc1cc(C2=NOC(C(=O)Nc3cccnc3)C2)cc(OC)c1OC (stereo not drawn)
→ 2.1, 1, 22, 1, 0.13, -5, 3, 0.1, -4

Screening results: PubChem, several laboratories

Only part of the results is shown; count on the stated rates, not on these rows.
